A-T KAP1 phos: candidate therapy for ataxia-telangiectasia; […] A-T fibroblasts, KAP-1 phosphorylation AlphaLISA; neocarzinostatin DNA damage 30 min before lysis; Potency, µM (highest dose often 57.5 µM), inactives show at the top dose activation, hits mostly activators; actives 0.19% (n = 320,000); note: potency is the fitted concentration of half-maximal effect; % of control where 0% means no effect; nearly all actives have a fitted effect of over 45% in size
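ATM-like activity read as KAP-1 phosphorylation via AlphaLISA donor/acceptor antibody pairs after lysis and 6 hr at 25C. Cells were ATM-null patient fibroblasts ([…], hTERT), dosed 60 min, then exposed to the DSB inducer NCS for 30 min.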
MBNL1 CUG block: blocks human MBNL1 binding to CUG repeat RNA; Q9NR56; TR-FRET MBNL1-His/biotin-(CUG)12 binding, 665/545 ratio; Potency, µM (series often up to 57.5 µM), for the others: at the top dose activity change, negative = inhibition, most hits filed as inhibitors; actives 0.036% (n = 280,000); AID 2675; active = well fitted inhibition curve with a large enough effect in the signal ratio, with a control signal flat, not every such curve was filed as active; inconclusive = small, poorly fitted or top-dose-only effect, or effect the other way, or a change in a side signal; inactive = no such curve, though single readings can be large or run the other way; the % refers to the signal ratio; note: potency is the fitted concentration of half-maximal effect; % is set by controls: 0 for no effect and ±100 for the full control effect
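TR-FRET readout: Ex 340 nm, 665/545 nm emission ratio, normalized to buffer-only (basal) and MBNL1-(CUG)12 controls. Complex of MBNL1-His with Biotin-(CUG)12, compounds 92 nM–58 uM, incubated 60 min at room temperature.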
a7 integrin act: activators of alpha7 integrin expression for muscular dystrophy | alpha7betagal myoblasts, beta-gal FDG fluorescence, 48 h | Potency, µM (doses to about 38.3 µM), for the others: at the highest dose activation, actives largely listed as activators | actives 0.064% (n = 350,000) | AID 624291;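 note: potency is the fitted concentration of half-maximal effect; 100% = response of the positive control SU9516; nearly all actives have a fitted effect of over 60% in size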
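Alpha7betagal+/- myoblasts (passage 13) were plated 16-24 hr, then exposed to compounds (1:260 dilution of DMSO stock) for 48 hours at 37C. After MPER lysis, β-galactosidase reporter activity was read as FDG fluorescence (ex 480/em 540) after 30 minutes.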
Coupling enz: counter-screen for Giardia aldolase inhibitors: coupling enzyme system; AID 2472; activity change, negative = inhibition, % at 58.2 µM, hits read low; coupling enzyme system counterscreen, AmpLite Red fluorescence; actives 0.67% (n = 290,000); in the data active = activity change below about -30%; note: % is set by controls: 0 for no effect and ±100 for the full control effect
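Coupling enzymes only (glyceraldehyde-3-phosphate) + compound, at 57.5 uM final, 10 min RT; add substrate/coupling/AmpLite Red mix, 20 min RT; fluorescence ex 525/em 598 nm. Actives flag coupling-system interference.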
TRPV1 agonist: human TRPV1 agonism; actives 0.19% (n = 320,000); activation, % at 8.33 µM; Q8NER1; TRPV1-expressing cells, Fluo-8 calcium influx, agonist mode; in the data active = activation above about 80%; inconclusive = between about 30% and that limit; note: 0% is about no effect
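TRPV1-expressing cells were cultured overnight at 35.5C and loaded with Fluo-8 calcium dye for 40 to 90 min at room temperature. After a 10 s baseline, compound was added and calcium influx was read kinetically for 3 min (ex 480/em 520 nm).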
KCNH2 3.1 inh: inhibitors of human KCNH2 3.1 potassium channel isoform | actives 0.95% (n = 340,000) | AID 720553 | activity change, % (tested at about 1.8 µM) | U2OS KCNH2 3.1, thallium flux FluxOr; stronger effect = lower value;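 active = maximum activity change below -70%; inconclusive = maximum activity change from -70% to -50%; inactive = maximum activity change above -50%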;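 note: thallium influx rate constant from kinetic fluorescence after stimulation buffer; % is set by controls: 0 for no effect and ±100 for the full control effect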
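Virally transduced U2OS (3.1 isoform, 4 h infection in dark at RT) → overnight 37 C → FluxOr + Red40 in HBSS/HEPES, 45 min → stimulation buffer, 2 min kinetic read → rate constant vs DMSO controls.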
MLL CXXC-DNA inh: blocks binding of human MLL CXXC domain to DNA. Q03164. MLL-CXXC / FITC-HOXA9 DNA fluorescence polarization. Potency, µM (highest dose often 115 µM), inactives show top-dose activity change, negative = inhibition, actives largely listed as inhibitors. actives 0.037% (n = 290,000). AID 2662; active = well fitted inhibition curve with a large enough effect in the polarisation, with a control signal flat, not every such curve was filed as active; inconclusive = small, poorly fitted or top-dose-only effect, or effect the other way, or a change in a side signal; inactive = no such curve, though single readings can be large or run the other way; the % refers to the polarisation; note: potency is the fitted concentration of half-maximal effect
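Fluorescence polarization: 7 uM MLL-CXXC (stock) preincubated 5 min with compounds, then 50 nM fluorescein-HOX-A9 DNA (stock) added; 30 min ambient. Buffer 50 mM Tris-HCl pH 7.5, 50 mM NaCl, 1 mM DTT, 0.05% BSA.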
ASM inhibitor: human S-ASM enzyme inhibition; actives 0.006% (n = 340,000); Potency, µM (series often up to 57.5 µM), without a hit: at the top dose activity change, negative = inhibition, hits mostly inhibitors; placental ASM, HMU-PC fluorogenic substrate, 60 min; P17405; note: potency is the fitted concentration of half-maximal effect
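HMU-PC0 cleavage (9 uM final) by human placental ASM, 60 min at 37 °C following 10 min compound exposure at RT; stopped at pH 10, fluorescence Ex 386/Em 447 nm.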
GALK inh: galactokinase (human) inhibition. actives 0.007% (n = 270,000). Potency, µM (highest dose often 57.5 µM), for inactives: at the top dose activity change, negative = inhibition, actives largely listed as inhibitors. Purified GALK, Kinase-Glo residual ATP luminescence. AID 1868. P51570; note: potency is the fitted concentration of half-maximal effect; % is set by controls: 0 for no effect and ±100 for the full control effect
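Kinase-Glo Plus luminescence measured ATP left after a 1 h room-temperature reaction. The reaction used 5 nM GALK, 100 uM galactose and 35 uM ATP at pH 8.0 (20 mM HEPES, 5 mM MgCl2, 60 mM NaCl, 1 mM DTT, 0.01% BSA).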
hERG WT inh: blocks the wildtype human KCNH2 potassium channel | Q12809 | U2OS, BacMam KCNH2, thallium flux FluxOr; stronger effect = lower value | activity change, % at 1.84 µM | actives 0.37% (n = 340,000);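 active = maximum activity change below -70%; inconclusive = maximum activity change between -70% and -50%; inactive = maximum activity change above -50%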; note: % is set by controls: 0 for no effect and ±100 for the full control effect
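U2OS cells transduced with wild-type KCNH2 virus are loaded with FluxOr dye for 45 min, and thallium flux is measured in kinetic reads before and after stimulation buffer. Rate constants are normalized to DMSO controls.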
An asterisk follows results filed as active; ? = inconclusive; nt = no result given; [ ] = another dose, or the depositor's remark. Unless noted, calls come from the whole dose curve; as a rule, active = well fitted curve in the direction sought with a large enough effect; inconclusive = small, poorly fitted or top-dose-only effect, or another doubt; inactive = no such curve, though single readings can be large; an effect the other way counts as inactive or inconclusive.

SMILES	A-T KAP1 phos	MBNL1 CUG block	a7 integrin act	Coupling enz	TRPV1 agonist	KCNH2 3.1 inh	MLL CXXC-DNA inh	ASM inhibitor	GALK inh	hERG WT inh
COc1cccc(C(=O)O/N=C(\N)c2ccc(C)cc2)c1	15%	-5%	-2%	0	4	0	8%	-3%	4%	1
Cc1cc(N/N=C/c2ccc(O)cc2O)nc(N2CCOCC2)n1	4%	?	20%	-3	4	23	1%	103%[activator]	-1%	-5
Cc1cc(C)n(CC2CC(=O)N(c3ccc(F)c(Cl)c3)C2=O)n1 (configuration not stated)	4%	-8%	30%	1	0	nt	-4%	2%	0%	1
CCN1CCc2c(sc(NC(=O)Nc3ccc(Cl)c(Cl)c3)c2C(N)=O)C1	25µM*	-1%	-101%[inhibitor]	-2	82*	-119*	?	86%[activator]	1%	-133*
Cc1ccc(C)c(N(C(=O)CNC(=O)c2ccco2)C(C(=O)NC2CCCCC2)c2ccncc2)c1 (configuration not stated)	-5%	5%	2%	0	1	-3	15%	-8%	-1%	-9
CCOC(=O)C1CCCN(C(=O)c2cn(C)c3ccc(S(=O)(=O)N(C)C)cc3c2=O)C1 (configuration not stated)	17%	1%	-6%	0	nt	7	0%	0%	2%	0
COc1ccc(S(=O)(=O)Nc2ccc(Cc3ccncc3)cc2)cc1OC	-1%	3%	19%	0	1	6	2%	0%	-1%	21
Cc1ccc2c(CSc3nnc(C4CC4)n3N)cc(=O)oc2c1	3%	9%	-8%	-2	-2	-14	-3%	-1%	3%	-4
CC1(C)CC(=O)C2=C(C1)NC(=O)CC2c1ccc(F)cc1 (configuration not stated)	-7%	-8%	2%	2	0	11	-7%	-2%	1%	-1
COc1ccccc1OCc1ccc(C(=O)N2CCCCC2)o1	-2%	-2%	-6%	0	7	-2	1%	7%	3%	3
CCC1CCCCN1CCCCOc1cccc(Cl)c1 (configuration not stated)	-7%	?	-65%[inhibitor]	0	-2	-43	-4%	2%	4%	7
O=C(C1CCCN(Cc2ccccc2)C1)N1CCCCC1 (configuration not stated)	nt	-11%	1%	0	10	nt	-12%	-1%	1%	nt

An excerpt from the list above, for reference:
SMILES	A-T KAP1 phos	MBNL1 CUG block	a7 integrin act	Coupling enz	TRPV1 agonist	KCNH2 3.1 inh	MLL CXXC-DNA inh	ASM inhibitor	GALK inh	hERG WT inh
COc1ccccc1OCc1ccc(C(=O)N2CCCCC2)o1	-2%	-2%	-6%	0	7	-2	1%	7%	3%	3
CCC1CCCCN1CCCCOc1cccc(Cl)c1 (configuration not stated)	-7%	?	-65%[inhibitor]	0	-2	-43	-4%	2%	4%	7
O=C(C1CCCN(Cc2ccccc2)C1)N1CCCCC1 (configuration not stated)	nt	-11%	1%	0	10	nt	-12%	-1%	1%	nt

Next results follow.
SMILES	A-T KAP1 phos	MBNL1 CUG block	a7 integrin act	Coupling enz	TRPV1 agonist	KCNH2 3.1 inh	MLL CXXC-DNA inh	ASM inhibitor	GALK inh	hERG WT inh
O=C(CN(Cc1ccccc1)C(=O)CCC(=O)Nc1nccs1)NCC1CCCO1 (configuration not stated)	7%	-2%	14%	-2	2	15	1%	7%	-1%	-1
COc1cc(NC(=O)COC(=O)CC(C)(C)C)c(C)cc1[N+](=O)[O-]	2%	15%	-13%	-4	5	nt	4%	-5%	2%	-8
CC(C)NC(=O)/C(=C/c1ccco1)c1ccccc1	-4%	11%	4%	1	6	-6	9%	6%	-1%	-4
O=C(NN1CCOCC1)c1ccc(Cl)cc1	7%	-20%	28%	2	-3	2	7%	5%	1%	0
CC(C)(C)c1ccccc1NC(=O)c1ccco1	2%	0%	1%	-2	-1	13	-4%	4%	-1%	2
CC(C)C(O)(c1ccccc1)C(CN1CCOCC1)c1ccccc1 (configuration not stated)	46%	2%	7%	0	11	-9	49%[activator]	3%	nt	-2
C=CCn1c(CNC(=O)c2cccs2)nnc1SCC(=O)c1ccc(Br)cc1	0%	-6%	-13%	0	0	2	7%	-3%	-1%	27
COc1ccccc1CCN1CCCC(CN(C)C(=O)c2ccco2)C1 (configuration not stated)	2%	-5%	-22%	-1	-3	2	6%	3%	-1%	15
Cc1cc(Cl)ccc1NC(=O)CSc1n[nH]c(N)n1	8%	nt	-2%	nt	-3	21	nt	2%	nt	-5
CSCC(=O)NS(=O)(=O)c1ccc(C)cc1	nt	-18%	38%	0	-6	14	14%	3%	nt	1
CN1CCCC1CCNc1ccc2oc3ccccc3c(=O)c2c1 (configuration not stated)	-5%	?	-31%	-1	8	40	-5%	-3%	nt	1
CC(=O)Nc1cc(C(=O)OCC(=O)c2ccc(Cl)cc2Cl)ccc1C	-2%	-8%	13%	-4	-3	5	1%	-1%	nt	4
CCOC(=O)c1oc2ccccc2c1COC(=O)CNC(=O)c1ccccc1OC	-2%	nt	-9%	nt	9	-27	nt	-9%	nt	-2
Cc1cc(C)n(S(=O)(=O)c2ccc(Cl)c(Cl)c2Cl)n1	4%	-7%	?	0	16	-4	6%	-3%	1%	0
C=CCOc1cccc(CNCc2ccncc2)c1	-7%	-4%	10%	1	0	3	12%	0%	-6%	12
N#Cc1cccc(NC(=O)COC(=O)Cn2nc(-c3ccccc3)oc2=O)c1	2%	nt	20%	nt	1	-10	nt	3%	nt	7
O=C(COC(=O)CCC1CCCC1)Nc1ccc(F)cc1Cl	0%	nt	9%	nt	20	10	nt	-2%	nt	-12
Cc1ccc(CSCC(=O)Nc2ccccc2)cc1	-9%	-4%	19%	-1	?	14	4%	2%	-1%	-1
CC(=O)NS(=O)(=O)c1ccc(N/C(N)=N/c2nc(C)cc(C)n2)cc1	-9%	0%	?	1	3	-3	-6%	0%	-2%	0
CCC1(c2ccccc2)NC(=O)N(CC(=O)Nc2cc(S(=O)(=O)N3CCCCCC3)ccc2OC)C1=O (configuration not stated)	-13%	nt	-10%	nt	-4	-8	nt	-1%	nt	8
N/C(=N\OC(=O)c1ccc(F)cc1)c1cccc([N+](=O)[O-])c1	1%	?	?	2	23	-1	-8%	-3%	0%	4
CN(C1CCCCC1)S(=O)(=O)c1ccc(NC(=O)c2ccc(Br)o2)cc1	15%	?	-18%	-6	-4	2	1%	-12%	0%	-6
Cn1cccc1/C=N/n1cnnc1	10%	6%	13%	-2	-3	-1	4%	4%	-4%	2
O=c1cc(CSc2ccccn2)nc(N2CCN(c3ccccc3)CC2)[nH]1	0%	1%	6%	1	-2	-1	1%	5%	3%	-9
c1ccc(C2OCCN2c2ccccc2)cc1 (configuration not stated)	nt	nt	11%	nt	nt	-7	nt	4%	nt	-5
CCN(CC(=O)N1CCC(C)CC1)S(=O)(=O)c1ccc(C)cc1	16%	2%	10%	nt	8	4	-14%	2%	-6%	-8
c1ccc2c(c1)CCN(CCCNc1nc3ccccc3n3cnnc13)C2	4%	0%	8%	0	nt	-24	-2%	0%	1%	-1
O=C(N/N=C/c1ccc(OC(=O)c2ccc([N+](=O)[O-])cc2)cc1)c1cccnc1	0%	?	4%	-1	-4	2	4%	nt	-7%	4
COc1ccc(/C=N/Nc2ccccc2C(=O)O)cc1Cn1cc([N+](=O)[O-])cn1	1%	nt	7%	0	nt	13	-15%	-9%	-4%	-2
COc1ccc(/C=C2/Sc3ccc(C(=O)NCCCN4CCOCC4)cc3NC2=O)cc1OC	-5%	?	-68%[inhibitor]	-3	1	-7	66%[activator]	-6%	-1%	-4
CC(C)CCNC(=O)CCCOc1cc(=O)n(C)c2ccccc12	-5%	2%	?	3	-1	-3	3%	-1%	1%	1
Cc1cccc(C(=O)Nc2nnc(S(=O)(=O)N3CCCCCC3)s2)c1	2%	3%	1%	-17	4	5	2%	0%	nt	-2
COc1cc(C(=O)NC(=S)Nc2nc(-c3ccc(F)cc3)cs2)cc(OC)c1OC	1%	7%	42%	nt	3	nt	29%	-4%	-1%	5
CCOC(=O)N1CCN(S(=O)(=O)c2ccc3c(c2)SCC(=O)N3)CC1	-6%	1%	-10%	2	3	14	3%	2%	2%	-1
O=C(CNC(=O)c1cccc(OC(F)F)c1)OCc1cc(=O)n2cc(Br)ccc2n1	0%	?	11%	7	-1	-15	9%	-3%	1%	23
COc1ccc(NC(=O)CC(C)c2ccccc2)cc1S(=O)(=O)N1CCOCC1 (configuration not stated)	1%	nt	8%	nt	-1	7	nt	2%	nt	5
CCc1ccc2[nH]c(=O)c(C(c3nnnn3Cc3ccccc3)N3CCOCC3)cc2c1 (configuration not stated)	7%	3%	43%	6	7	4	9%	2%	2%	4
Cc1cc2cc(CN(Cc3ccc4c(c3)OCO4)C(=O)c3cnccn3)c3nnnn3c2cc1C	5%	20%	-12%	-1	13	-4	3%	-3%	-6%	-7
Nc1ccc2oc(-c3ccccc3Cl)nc2c1	3%	1%	12%	0	-1	-2	3%	11%	1%	30

This is a random part of the collection; about 2% have a hit in one of these screens.
